DSG3 Ab inh: inhibitors of pemphigus antibody binding to human desmoglein-3; binding (percent of control), % at 10 µM; 310,000 tested, 0.48% active; DSG3-coupled beads, scFv-anti-DSG3-GFP binding, flow cytometry; stronger effect = lower value;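 active means binding more than 3 SD below its plate's average and above zero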;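 further: hits lower antibody fragment binding to DSG3; some compounds called inactive have numbers as strong as hits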
MOR-DOR ag: agonists of human mu-delta opioid receptor heterodimerization; cells, OPRM1-OPRD1 heterodimerization, luminescence; 340,000 tested, 0.3% active; AID 504326; activation, % at 9.3 µM; in the data active means activation above about 18%;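 further: 0% = vehicle-treated cells and 100% = reference agonist; values of inactives mirror those of a sister screen read the other way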
Target sequence (P35372 whole entry, looked up): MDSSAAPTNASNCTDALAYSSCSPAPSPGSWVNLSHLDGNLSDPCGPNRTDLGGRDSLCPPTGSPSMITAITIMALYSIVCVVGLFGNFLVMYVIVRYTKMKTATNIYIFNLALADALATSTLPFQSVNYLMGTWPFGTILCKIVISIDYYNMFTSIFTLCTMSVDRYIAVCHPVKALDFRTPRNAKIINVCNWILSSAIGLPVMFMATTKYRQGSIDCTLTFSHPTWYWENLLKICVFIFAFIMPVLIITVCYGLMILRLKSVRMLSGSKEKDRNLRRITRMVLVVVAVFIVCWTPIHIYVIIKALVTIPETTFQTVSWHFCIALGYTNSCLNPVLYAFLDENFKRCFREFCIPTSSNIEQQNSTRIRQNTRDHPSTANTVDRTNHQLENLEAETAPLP
Target sequence (P41143 whole entry, looked up): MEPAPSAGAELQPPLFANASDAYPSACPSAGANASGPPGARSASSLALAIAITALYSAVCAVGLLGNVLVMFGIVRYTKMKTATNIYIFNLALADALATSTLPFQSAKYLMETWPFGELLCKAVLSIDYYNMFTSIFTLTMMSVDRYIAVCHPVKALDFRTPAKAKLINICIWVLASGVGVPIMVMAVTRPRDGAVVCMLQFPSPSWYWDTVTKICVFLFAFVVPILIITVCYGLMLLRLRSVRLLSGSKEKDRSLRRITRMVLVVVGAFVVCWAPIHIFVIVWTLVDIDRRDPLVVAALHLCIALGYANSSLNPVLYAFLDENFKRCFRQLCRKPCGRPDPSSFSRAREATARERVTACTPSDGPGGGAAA
PKA-R1A act: PKA-R1A complex activation. PKA-R1A dissociation, Cy5-IP20 fluorescence polarization; scaled: DMSO 0%, 113 µM cGMP 100%. activation, % at 11.4 µM. 340,000 tested, 0.083% active. AID 504707;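 active means percent activation above the mean of all tested compounds plus 3 SD, cut at about 19% in these data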;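 further: higher means more PKAc released from R1A so a rise in polarization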
phage Ecoli inh: E. coli growth loss with phage present; growth absorbance; inhibition, % at 11.9 µM; 360,000 tested, 0.26% active; AID 651602; in the data active means inhibition above about 11%
MOR-DOR inv ag: inverse agonist of human OPRM1-OPRD1 heterodimerization | P35372+P41143 | cell-based MOR-DOR heterodimer luminescence, inverse agonism | inhibition, % at 9.3 µM | 340,000 tested, 0.21% active; in the data active means inhibition above about 22%, passing the limit was not always enough;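 further: 0% = cells with DMSO and 100% = wells without cells with DMSO; values of inactives mirror those of a sister screen read the other way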
SUMO Mot1 rescue: blocks SUMOylation pathway, rescuing yeast Mot1-301 growth. 320,000 tested, 1% active. growth rescue, % at 18.8 µM. AID 2716. S. cerevisiae Mot1-301 growth rescue, ATP luminescence, 38.5C; percent above DMSO median, 100 means doubled;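 active means every valid replicate shows activation above 250% relative to neutral control wells; inactive means the rest, any valid replicate at or below 250%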;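 further: OY570 slx delta 5 strain wells were the positive control but not used for scaling; some compounds called inactive have numbers as strong as hits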
AddAB inh: less growth of phage-infected E. coli with AddAB | E. coli expressing H. pylori AddAB, absorbance growth | inhibition, % at 11.9 µM | 330,000 tested, 0.29% active; in the data active means inhibition above about 12%;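 further: 0% = vehicle wells of infected cells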
Tat transport: blocks Tat-dependent protein export in E. coli. E. coli MC4100 TorA-mCherry Tat export, fluorescence. inhibition, % at 10 µM. 340,000 tested, 0.036% active;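 active means mean replicate inhibition at least 50% and at least half of replicates individually reaching 50%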;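 further: exported cargo escapes ClpAP degradation while cytoplasmic cargo is degraded and loses fluorescence; 0% = median of neutral control wells and 100% = median of NaSCN control wells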
Arrestin-AP2 inh: blocks beta-arrestin peptide binding to AP2 adaptin | FITC-arrestin peptide / GST-AP2 beads, flow cytometry; AP2 beta2 appendage carries R879A mutation | inhibition, % at 10 µM | 340,000 tested, 0.31% active;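 active means inhibition above a set limit, near 3 SD of compounds lacking own fluorescence, cut at about 54% in these data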;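 further: plate controls were DMSO wells for no effect and 5 µM unlabelled arrestin peptide for full effect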
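Test system: GST-tagged AP2 beta2-adaptin appendage (R879A) on 4 µm glutathione beads; also added: fluorescein-tagged arrestin peptide at 50 nM final; timing: 12 min plus 1 h, RT; signal: flow cytometry, FL1 (488/535 nm); read-out: percent drop in bead-associated FITC signal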
E coli growth: bacterial growth inhibition, counter-screen for AddAB inhibitors. E. coli V3065 growth, OD600 absorbance, 18 h. inhibition, % at 11.9 µM. 330,000 tested, 0.27% active;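 active means inhibition above the campaign's mean inhibition across all tested compounds plus 3 SD, cut at about 9.9% in these data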;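 further: uninfected addAB+ strain grown without phage in ampicillin broth; 0% = DMSO wells and 100% = ciprofloxacin 0.95 µg/ml wells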
PfHsp90 set2: reduces growth (ATP signal) of yeast expressing P. falciparum Hsp90 | S. cerevisiae expressing PfHsp90, BacTiter-Glo ATP, 48 h; yeast lacking PDR1 and PDR3 efflux regulators | inhibition, % at 9.4 µM | AID 504621 | 310,000 tested, 0.32% active;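 active means every replicate shows inhibition above about 80%, whatever the replicate mean, limit read from the data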;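 further: 0% = DMSO neutral controls and 100% = 20 µM radicicol positive controls; yeast relying on Plasmodium falciparum Hsp90 in place of its own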
* = called active by the depositor; . = not tested or not shown.

entry	structure	DSG3 Ab inh	MOR-DOR ag	PKA-R1A act	phage Ecoli inh	MOR-DOR inv ag	SUMO Mot1 rescue
1	Cc1ccc(Nc2nnc(SCC(=O)c3ccc(Br)s3)s2)c(C)c1	94	3.9	0	1.7	-22	-3
2	CCN(CC)C(=O)c1cncc(C(=O)N(CC)CC)c1-c1ccccc1	93	-0.8	-4	1.8	4	-27
3	COc1ccc(CN(C(=O)c2snc(C(N)=O)c2N)C(C(=O)NC2CCCC2)c2ccc(OC)c(OC)c2)cc1 (centres undefined)	106	-1.6	-4	1.5	8	-8
4	O=C(COC(=O)CCc1c[nH]c2ccccc12)NC1CCS(=O)(=O)C1 (centres undefined)	.	-1.3	-3	1.9	8	-15
5	COc1ccc(S(=O)(=O)NCCN2CCNC2=O)cc1OC	100	.	.	2.1	.	-11
6	N#Cc1cccc(S(=O)(=O)NCC(=O)OCC(=O)NCc2ccccc2)c1	.	-3.2	-1	-2.6	12	.
7	CC(C)(C)C(=O)Nc1cc(C(F)(F)F)ccc1N1CCOCC1	100	1.4	-3	0.4	-8	-3
8	Cc1ccc(Cl)cc1NC(=O)Cn1cccc1	102	0.2	5	3.7	-1	8
9	CCOC(=O)c1c(-c2ccccc2Cl)csc1NC(=O)c1cc(S(=O)(=O)N2CCOCC2)ccc1C	90	-0.3	7	4.8	2	10
10	Cc1cc(NC(=O)COC(=O)CNS(=O)(=O)c2c(F)cc(F)cc2Br)no1	90	-3.1	8	3.0	17	21
11	O=c1[nH]cnc2scc(-c3ccc(-c4ccccc4)cc3)c12	100	5.9	4	2.3	-31	-20
12	Cc1ccc(C)c(C(C)NC(=S)NCc2ccc(F)cc2)c1 (centres undefined)	.	9.1	-13	1.6	-49	15
13	CCn1c(SCc2ccc([N+](=O)[O-])cc2)nnc1C(C)NC(=O)c1ccc(C)cc1 (centres undefined)	103	-0.1	-7	0.3	1	-2
14	COc1ccc(-c2nc(-c3ccc(Br)o3)no2)cc1	96	2.5	-6	3.3	-13	-15
15	O=C(Nc1nc2ccccc2[nH]1)NC1CCCCC1	113	4.8	-8	1.3	-26	13

entry	AddAB inh	Tat transport	Arrestin-AP2 inh	E coli growth	PfHsp90 set2
1	1.4	21	-10	2.0	-19
2	5.0	-10	13	-1.9	8
3	-0.3	7	23	0.3	-2
4	0.9	1	-7	-3.1	-1
5	0.9	.	12	-0.2	.
6	-1.6	12	19	0.3	-13
7	2.1	-1	-4	0.1	-26
8	2.0	3	2	-1.9	4
9	-0.2	-14	3	-2.2	3
10	-1.8	-3	-9	-1.1	.
11	5.1	-6	16	1.2	.
12	0.7	14	3	-0.2	-5
13	-0.5	20	0	-1.2	-5
14	-1.7	-1	23	-0.1	-12
15	-2.0	2	-1	-3.4	-6

Further compounds follow:
entry	structure	DSG3 Ab inh	MOR-DOR ag	PKA-R1A act	phage Ecoli inh	MOR-DOR inv ag	SUMO Mot1 rescue
16	CCOc1ccc(CC(=O)N2CCN=C2SCc2ccc([N+](=O)[O-])cc2)cc1	.	1.3	12	1.3	-6	-2
17	CC(=O)c1ccc(NC(=O)/C(=C\c2cccs2)NC(=O)c2ccco2)cc1	97	-2.4	-2	2.8	12	12
18	COc1ccc(S(=O)(=O)n2nc(C)cc2C)c(C)c1C	107	-1.6	-6	1.6	9	41
19	O=C(NCc1ccc2c(c1)OCO2)c1cccc(Cl)c1	111	-1.9	-15	3.8	9	15
20	c1ccc2c(c1)c1ccccc1n1c(-c3ccc4c(c3)OCO4)nnc21	110	-1.8	-3	2.1	9	867
21	O/N=C1/C2C3CC4C5C3C1C5C1(OCCO1)C42 (centres undefined)	96	-2.1	10	2.3	11	-3
22	O=C1CSc2ccc(C(=O)NCCC3=CCCCC3)cc2N1	100	-0.6	4	5.1	3	-8
23	COc1ccc(OC)c(NC(=O)C2CCCN2C(=O)OCc2ccccc2)c1 (centres undefined)	105	-1.2	-5	0.6	7	-3
24	Cc1cc(NCc2ccc(F)cc2Cl)n2nnnc2n1	.	-3.6	-11	2.9	15	371
25	Cn1c(=O)c2ncn(CC(=O)N/N=C/c3ccco3)c2n(C)c1=O	86	.	-2	3.2	.	5
26	O=C(CN1CCCCCC1)Nc1cccc([N+](=O)[O-])c1	93	-1.5	0	2.6	7	-7
27	CCCn1c(=O)c2ccccc2n2c(SCCOc3ccccc3)nnc12	103	-1.9	1	0.2	11	6
28	COc1cc(Cl)c(C)cc1NC(=O)COC(=O)C1=COCCO1	100	-1.3	1	0.0	8	-13
29	Cc1ccc(Cl)cc1NC(C#N)c1ccccc1 (centres undefined)	.	-1.5	3	-0.1	7	32
30	O=C(O)C1CCCCC1C(=O)NC(c1ccccc1)c1ccccc1 (centres undefined)	101	-3.4	-6	-0.9	18	0

entry	AddAB inh	Tat transport	Arrestin-AP2 inh	E coli growth	PfHsp90 set2
16	3.4	2	19	0.4	-19
17	0.5	-2	5	-2.5	9
18	3.7	3	1	2.6	12
19	2.6	-7	-2	0.0	.
20	3.0	-2	-9	0.1	-28
21	-0.9	7	8	-0.7	.
22	6.8	-6	0	3.9	4
23	1.4	12	-9	-0.2	0
24	4.8	-7	20	2.6	-9
25	5.5	-9	-10	0.4	13
26	1.9	-10	10	1.4	-2
27	3.1	-3	10	0.6	-22
28	1.1	-1	-2	0.7	.
29	6.2	10	11	1.9	-13
30	-0.2	-1	18	4.3	20

Other results.
entry	structure	DSG3 Ab inh	MOR-DOR ag	PKA-R1A act	phage Ecoli inh	MOR-DOR inv ag	SUMO Mot1 rescue
31	Oc1ccccc1N=Cc1c(O)ccc2ccccc12	105	7.2	-3	-3.1	-32	.
32	COc1cccc(C(=S)N2CCCC2)c1OC	90	0.7	12	1.5	-4	1
33	Cc1cccc2cc3c(nc12)SC(=NCC1CCCO1)N(Cc1ccco1)C3 (centres undefined)	106	-4.3	5	.	22	-14
34	COc1ccc(NC(=O)c2cccc(F)c2)cc1Cl	110	-1.0	-5	3.9	6	11
35	O=C(NCc1ccco1)Nc1ccc(Br)cc1	102	0.0	0	4.5	0	2
36	O=C1CCC/C=C\C[C@@H](CC(=O)N(CCO)Cc2ccccc2)C(=O)N2CCC[C@H]2CO1	101	-1.9	12	2.2	10	-7
37	CC(=O)N1CCCc2cc(S(=O)(=O)Nc3ccc4c(c3)OCO4)ccc21	95	0.3	-12	-2.4	-2	-11
38	CC(C)c1nnc(NC(=O)CCS(=O)(=O)c2nc(-c3cccs3)cc(C(F)(F)F)n2)s1	96	-2.4	-21	4.6	13	6
39	O=C(Cn1c(=O)cnc2ccccc21)N1CCCc2ccccc21	113	1.0	1	2.0	-8	9
40	CCOc1ccc(Cl)cc1S(=O)(=O)N1CCC(C(=O)NCc2ccncc2)CC1	.	-0.2	0	-0.2	2	7
41	O=C(NC1CCCC1)C1CCCN1C(=O)Nc1ccccc1Cl (centres undefined)	107	-3.5	0	-0.1	18	26
42	O=C(O)c1nn(CCOc2ccccc2F)c(=O)c2ccccc12	.	-0.8	-3	1.1	6	1
43	NS(=O)(=O)c1ccc2nc(NC(=O)C3=COCCO3)sc2c1	93	-0.8	6	1.4	4	314
44	CCc1nnc(NC(=O)c2c(-c3ccccc3)noc2C)s1	100	-1.7	-5	0.3	11	32
45	CC(=O)N1CCc2cc(S(=O)(=O)CCC(=O)N3CCN(c4ccccc4)CC3)ccc21	104	-2.1	4	2.8	11	149

entry	AddAB inh	Tat transport	Arrestin-AP2 inh	E coli growth	PfHsp90 set2
31	.	-1	0	.	-16
32	0.8	-3	28	-0.6	10
33	1.8	-18	23	-1.9	11
34	-0.6	17	-6	-0.5	-16
35	1.4	-12	48	0.0	10
36	3.1	-3	-8	2.0	.
37	3.5	2	12	0.1	21
38	0.3	29	6	-0.9	.
39	3.9	-11	28	4.5	-10
40	-0.7	2	-1	1.3	8
41	-1.4	-3	9	-1.2	21
42	0.7	13	-25	-2.3	-35
43	2.3	-7	58*	-2.1	9
44	3.6	-11	23	-1.8	12
45	1.4	-3	39	3.6	29

(further entries)
entry	structure	DSG3 Ab inh	MOR-DOR ag	PKA-R1A act	phage Ecoli inh	MOR-DOR inv ag	SUMO Mot1 rescue
46	CC(C)NC(=O)CCCN1C(=O)c2ccccc2Sc2ncccc21	102	-3.2	-2	2.8	15	-15
47	Cc1ccc(NC(=S)N2CCN(CCN3C(=O)c4cccc5cccc(c45)C3=O)CC2)cc1	.	-3.2	-4	1.7	16	14
48	O=C(O)C1CC(c2ccc(F)cc2)=NO1 (centres undefined)	120	-1.6	-3	0.6	10	0
49	CCOC(=O)C1(Cc2ccccc2)CCCN(Cc2ccc(OCCO)cc2)C1 (centres undefined)	.	0.1	-2	1.1	0	-14
50	CN(C)/C=C/C(=O)c1cnc2n(c1=O)CCS2	91	-1.4	-1	2.8	8	33
51	CC(=O)c1cccc(NC(=O)NC(C)C2CCCO2)c1 (centres undefined)	98	-2.8	4	2.0	17	81
52	CCOc1ccc(N2C(=O)CN(C)C2=S)cc1	98	0.4	-14	3.6	-2	-1
53	COc1cccc(CN(C)C(=O)c2ccc(C)c(S(=O)(=O)N3CCCCC3)c2)c1	.	-1.9	1	0.3	8	7
54	Cc1ccc2c(c1)C(=O)OC1(O)C3C4C=CC(C4)C3C(=O)N21 (centres undefined)	.	-2.7	-2	1.9	13	-1
55	O=C(COc1ccccc1F)N1CCCc2ccccc21	108	-2.3	4	2.2	12	-9

entry	AddAB inh	Tat transport	Arrestin-AP2 inh	E coli growth	PfHsp90 set2
46	2.0	-2	5	-1.9	19
47	0.7	2	-3	0.6	1
48	3.3	0	-5	-3.0	1
49	0.0	19	0	1.9	9
50	3.9	9	-10	1.9	12
51	2.7	4	20	-1.9	15
52	1.3	-5	5	-0.9	-7
53	0.2	-1	1	0.9	8
54	-2.2	3	35	1.0	14
55	4.8	4	-6	1.4	1
